pAkt inh: blocks phosphorylation of Akt; 360,000 compounds, 0.32% hits; Neuro2A IGF-stimulated pAkt S473 HTRF, 20 min; hits give low values; activity change, % for hits at 50 µM; in the data active means activity change below about -80%; inconclusive means mostly about -51% to -80%; further: on the % scale 0 is the no-effect control and ±100 the full control effect
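Neuro2A cells (4,500/well, DMEM with 0.5% FBS) were treated with compound at a single 50 µM final concentration, stimulated with 6 nM IGF for 20 min at 37 °C, and lysed. Phospho-Akt Ser473 was read by HTRF as 665/615 ratio ×10^4.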
GLP1R inv ag: inverse agonists of human GLP-1 receptor; P43220; Potency, µM (series often up to 38.3 µM), inactives show at the top dose activity change, negative = inhibition, actives largely listed as inhibitors; HEK293 GLP-1R CRE-luciferase, luminescence, 24 h; GLP-1R form is constitutively active; 410,000 compounds, 1.6% hits; further: potency means the concentration at half of the fitted maximal effect; on the % scale 0 is the no-effect control and ±100 the full control effect; nearly all actives have a fitted effect of over 55% in size
Target sequence (P43220 whole entry, looked up): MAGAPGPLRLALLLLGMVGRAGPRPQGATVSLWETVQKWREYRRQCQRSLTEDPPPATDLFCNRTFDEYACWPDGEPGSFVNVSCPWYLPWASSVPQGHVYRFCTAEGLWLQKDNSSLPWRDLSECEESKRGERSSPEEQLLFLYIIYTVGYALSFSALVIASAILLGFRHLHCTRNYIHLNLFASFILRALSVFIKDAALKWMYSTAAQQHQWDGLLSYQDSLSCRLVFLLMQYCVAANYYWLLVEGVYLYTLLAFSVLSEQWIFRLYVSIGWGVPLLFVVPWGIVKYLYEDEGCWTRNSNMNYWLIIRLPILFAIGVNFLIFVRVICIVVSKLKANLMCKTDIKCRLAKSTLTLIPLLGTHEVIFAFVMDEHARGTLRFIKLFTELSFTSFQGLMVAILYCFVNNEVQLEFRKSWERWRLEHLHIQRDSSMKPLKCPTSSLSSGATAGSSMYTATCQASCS
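GLP-1R inverse agonism mode: basal reporter luminescence in engineered HEK293 cells measured after one day of compound exposure at 37 deg C, with a 12 min room-temperature detection step.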
MmCpn inh: blocks the Methanococcus maripaludis chaperonin Mm-Cpn; 330,000 compounds, 0.031% hits; Potency, µM (titrated, usually from 76.9 µM), for the others: at the top dose activity, negative = inhibition, most hits filed as inhibitors; purified Mm-Cpn ATPase, ADP Transcreener TR-FRET; further: potency means the concentration at half of the fitted maximal effect; on the % scale 0 is the no-effect control and ±100 the full control effect; nearly all actives have a fitted effect of over 80% in size
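25 nM Mm-CPN + cpd, 10 min 37°C; + 10 uM ATP, 30 min 37°C; buffer 30 mM Tris pH 7.4, 100 mM KCl, 5 mM MgCl2, 1 mM DTT; Transcreener ADP HTRF detection 30 min RT.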
aSyn yeast inh: alpha-synuclein toxicity inhibition in yeast; Yeast expressing alpha-synuclein, growth rescue, BacTiter-Glo, 24 h; Potency, µM (top dose mostly 46.1 µM), for the others: top-dose growth rescue (activation), most hits filed as activators; 370,000 compounds, 0.14% hits; further: potency means the concentration at half of the fitted maximal effect; % of control where 0% means no effect; nearly all actives have a fitted effect of over 65% in size
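Screening used galactose-induced yeast with toxic alpha-synuclein levels, exposed to compound for 24 hr at 30 deg C. Cell growth, read with BacTiter-Glo luminescence, gave the measured signal.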
PTHR1 agonist: activates the human parathyroid hormone receptor PTHR1; 410,000 compounds, 0.075% hits; AID 743266; HEK293 GP2 PTHR1 cells, GloSensor cAMP luminescence, 1 h; Potency, µM (highest dose often 115 µM), for inactives: at the highest dose activation, actives largely listed as activators; Q03431; further: potency means the concentration at half of the fitted maximal effect; nearly all actives have a fitted effect of over 55% in size; some results filed as inactive show a strong effect at the top dose; inactives centre near -15; many of its hits are not listed in these tables
Target sequence (Q03431 whole entry, looked up): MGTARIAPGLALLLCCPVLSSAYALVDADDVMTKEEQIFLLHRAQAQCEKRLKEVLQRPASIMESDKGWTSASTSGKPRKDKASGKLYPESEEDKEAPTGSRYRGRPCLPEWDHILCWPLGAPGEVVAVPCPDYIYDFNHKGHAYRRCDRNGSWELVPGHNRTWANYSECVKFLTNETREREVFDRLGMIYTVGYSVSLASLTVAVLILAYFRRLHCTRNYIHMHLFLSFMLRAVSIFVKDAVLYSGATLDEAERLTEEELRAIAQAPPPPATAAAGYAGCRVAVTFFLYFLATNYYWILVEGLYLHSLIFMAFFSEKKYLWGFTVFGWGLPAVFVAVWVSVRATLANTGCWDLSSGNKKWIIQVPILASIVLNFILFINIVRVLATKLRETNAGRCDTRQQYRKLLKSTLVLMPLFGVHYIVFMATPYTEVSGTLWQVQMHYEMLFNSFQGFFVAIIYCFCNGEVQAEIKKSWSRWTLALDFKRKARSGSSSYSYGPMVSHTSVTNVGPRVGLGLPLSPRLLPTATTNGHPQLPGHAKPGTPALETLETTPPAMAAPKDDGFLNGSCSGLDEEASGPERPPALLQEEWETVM
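HEK-293-derived GP2 cells expressing PTHR1 and a GloSensor cAMP reporter, 3,000/well, plated overnight, given luciferin plus IBMX (each 0.5 mM as added) for 1 h at 37 °C, then compound for 1 h at 37 °C. Luminescence was read after 15 min at room temperature.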
GLP1R cytotox: cytotoxicity counter-screen for GLP-1 receptor inverse agonists | Potency, µM (highest dose often 38.3 µM), without a hit: at the top dose activity change, negative = inhibition, most hits filed as inhibitors | 410,000 compounds, 0.13% hits | HEK293 cAMP-luciferase reporter cells, luminescence, 24 h;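 further: loss of luciferase light is scored as toxicity; potency means the concentration at half of the fitted maximal effect; on the % scale 0 is the no-effect control and ±100 the full control effect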
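Step one: seed cells (200 cells/uL, DMEM with 10% Nu serum, 1% pen-strep). Step two: 12-hour incubation at 37 deg C. Step three: pin 23 nL compound, incubate 24 hr. Step four: add luciferase reagent, read luminescence 12 min later.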
FUS suppressor: FUS proteinopathy suppression in yeast | S. cerevisiae FUS-expressing, growth rescue, OD600, 24 h | Potency, µM (top dose mostly 76.6 µM), for inactives: at the top dose growth rescue (activation), actives largely listed as activators | 390,000 compounds, 0.24% hits;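 further: potency means the concentration at half of the fitted maximal effect; plate controls were DMSO vehicle for no effect and reference control for full effect; nearly all actives have a fitted effect of over 55% in size; some results filed as inactive show a strong effect at the top dose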
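Cultures pregrown in 2.5% raffinose medium are shifted to minimal medium containing 2% galactose to express toxic FUS. Compounds are tested at several concentrations. After 24hr at 30C, growth is quantified at 600 nm absorbance.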
Abeta rescue: compounds reversing amyloid beta toxicity in yeast; 410,000 compounds, 0.063% hits; Potency, µM (series often up to 46.1 µM), inactives show at the top dose growth rescue, most hits filed as activators; yeast expressing A-beta42, growth rescue, OD600, 48 h; response scale: 0% DMSO, 100% iron-clioquinol control; further: potency means the concentration at half of the fitted maximal effect; nearly all actives have a fitted effect of over 55% in size
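Growth rescue measured by 600 nm absorbance after 48 h yeast culture at 30 C with compound. Values normalized between DMSO and an equimolar ferric chloride plus clioquinol control.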
TDP43 rescue: rescues yeast growth from TDP-43 toxicity. TDP-43 expressing yeast growth rescue, BacTiter-Glo, 24 h. Potency, µM (doses to about 46.1 µM), for inactives: top-dose growth rescue (activation), hits mostly activators. 410,000 compounds, 1.8% hits. AID 652104; further: potency means the concentration at half of the fitted maximal effect; % of control where 0% means no effect; nearly all actives have a fitted effect of over 50% in size
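Galactose-induced TDP-43 yeast, OD600=0.02, compound pinned; 24 hr, 30 deg C; BacTiter-Glo luminescence for growth. Inhibitors of TDP-43 toxicity read as activators.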
Starred values were filed as active, the others as inactive; i = inactive; ? = inconclusive; / = not tested or not shown; [ ] = remark or other dose. Unless noted, the call rests on the fitted dose curve; in most records, active means well fitted curve in the direction sought with a large enough effect; inconclusive means small, poorly fitted or top-dose-only effect, or another doubt; inactive means no such curve, though single readings can be large; an effect the other way counts as inactive or inconclusive. An excerpt. The share of hits here may be higher or lower than overall.

SMILES	pAkt inh	GLP1R inv ag	MmCpn inh	aSyn yeast inh	PTHR1 agonist	GLP1R cytotox	FUS suppressor	Abeta rescue	TDP43 rescue
O=C(N/N=C\c1ccc(COc2ccc([N+](=O)[O-])cc2)o1)c1cccc(Cl)c1	i	?	0%	1%	-18%	-24%	16%	1%	19%
Cc1ccc(NC(=O)CCCn2c(=O)oc3ccccc32)c(O)c1	i	5%	0%	-1%	-24%	0%	15%	4%	?
CC(=NCC1CCCO1)c1c(O)n(C)c(=O)n(C)c1=O (stereo unspecified)	i	-4%	1%	0%	i	-10%	8%	-10%	9%
OCC1OC(n2cnc3cc(Cl)c(Cl)cc32)C(O)C1O (stereo unspecified)	/	-14%	/	1%	-23%	0%	-6%	-11%	21%
COc1ccc(OC(=O)N2C/C(=C/c3ccccc3)C(=O)/C(=C\c3ccccc3)C2)cc1	i	15%	/	4%	-48%[inhibitor]	-29%	/	4%	23%
O=C(O)CC1OCC=C2CN3CCC45c6ccccc6NC4C1C2CC35 (stereo unspecified)	i	1%	0%	-12%	-24%	-3%	-29%	-9%	-13%
Cc1ccc(OCC(=O)N2CCN(CC3CC4C=CC3C4)CC2)cc1 (stereo unspecified)	i	?	1%	-13%	-6%[57.5 µM]	-22%	23%	-11%	-15%
N#CC1c2ccccc2-n2nncc2CN1Cc1cc(Cl)cc(Cl)c1 (stereo unspecified)	i	1.3µM*	/	2%	-29%	?	-19%	-23%	12%
CCOC(=O)c1sc(NC(=O)Nc2cccc(Cl)c2)cc1C	i	3.5µM*	-11%	-3%	-25%	?	/	-5%	-13%
COC(=O)C1=C(c2ccc(F)cc2OCc2ccccc2)C[C@@H]2CC[C@H]1N2C(=O)NC1CC1	i	?	-1%	-1%	-9%	8%	24%	4%	2%
Cc1ccc(-n2c(O)c(C=NCCN(C)C)c(=O)[nH]c2=O)cc1	i	10%	3%	-8%	i	12%	-7%	-14%	4%
CCN(CC)C(=O)c1ccc(NC(=O)COc2ccc([N+](=O)[O-])cc2Cl)cc1	i	?	0%	-5%	-21%	-1%	/	2%	-14%
COc1ccc(CCNCc2cc(OC)cc(OC)c2)cc1	i	-18%	/	2%	i	6%	-16%	10%	20%
CC(C)N(C(=O)CCl)c1ccccc1	i	?	/	-1%	-15%	-18%	-21%	-14%	0%
O=c1c2cc([N+](=O)[O-])cc([N+](=O)[O-])c2[nH]n1-c1ccccc1	i	?	-11%	-30%	-18%	?	?	-31%	-37%[inhibitor]
Cc1ccc(OP2(=O)Nc3cc(C)c(C)cc3S2)cc1 (stereo unspecified)	i	?	/	-23%	-42%[inhibitor]	?	29%	?	-75%[inhibitor]
CC(C)Nc1nc(NCCOc2ccccc2Cl)c2sc(-c3ccccc3)cc2n1	i	?	/	1%	-4%	?	-6%	-40%[inhibitor]	19%
COc1ccc(/C=C2\C(=O)NC(=O)N(CCC3=CCCCC3)C2=O)c(OC)c1	i	-10%	0%	-9%	-4%	-6%	0%	-7%	1%
CCCOc1ccc(N2C(=O)CC(N3CC=C(c4ccccc4)CC3)C2=O)cc1 (stereo unspecified)	i	-16%	-1%	13%	i	0%	30%	-1%	7%
O=c1cc(Nc2cccc(Br)c2)[nH]c(=O)[nH]1	i	?	-2%	2%	i	-2%	-12%	-11%	16%
COc1cccc(NC(=O)N2CCC3(CC2)OCCO3)c1	i	46%[activator]	0%	0%	-45%[inhibitor]	9%	8%	-1%	15%
COc1ccc(N2CCN(Cc3nc4c(c(=O)[nH]c(=O)n4C)n3Cc3ccc(Cl)cc3)CC2)cc1	/	?	/	/	-14%	-3%	-2%	-12%	-19%
Cc1cccnc1-n1c(CN2C(=O)c3ccccc3C2=O)nc2ccccc2c1=O	i	5%	0%	-1%	i	10%	14%	16%	3%
Cc1ncc(CN2CCCC(C(=O)c3ccc(C(C)(C)C)cc3)C2)s1 (stereo unspecified)	i	?	3%	11%	-41%[inhibitor]	-24%	10%	-38%[inhibitor]	2%
Fc1ccc(CCNCc2cccc(Cl)c2)cc1	i	?	0%	-6%	6%[57.5 µM]	-2%	-10%	-25%	-11%

Another view of some results above:
The line under a structure holds: pAkt inh	GLP1R inv ag	MmCpn inh	aSyn yeast inh	PTHR1 agonist	GLP1R cytotox	FUS suppressor	Abeta rescue	TDP43 rescue
- O=C(O)CC1OCC=C2CN3CCC45c6ccccc6NC4C1C2CC35 (stereo unspecified)
→ i	1%	0%	-12%	-24%	-3%	-29%	-9%	-13%
- CCCOc1ccc(N2C(=O)CC(N3CC=C(c4ccccc4)CC3)C2=O)cc1 (stereo unspecified)
→ i	-16%	-1%	13%	i	0%	30%	-1%	7%
- N#CC1c2ccccc2-n2nncc2CN1Cc1cc(Cl)cc(Cl)c1 (stereo unspecified)
→ i	1.3µM*	/	2%	-29%	?	-19%	-23%	12%

Record cards, as listed above. Order of screens: pAkt inh, GLP1R inv ag, MmCpn inh, aSyn yeast inh, PTHR1 agonist, GLP1R cytotox, FUS suppressor, Abeta rescue, TDP43 rescue
O=c1c2cc([N+](=O)[O-])cc([N+](=O)[O-])c2[nH]n1-c1ccccc1 across the screens: i, ?, -11%, -30%, -18%, ?, ?, -31%, -37%[inhibitor]
CC(C)Nc1nc(NCCOc2ccccc2Cl)c2sc(-c3ccccc3)cc2n1 across the screens: i, ?, /, 1%, -4%, ?, -6%, -40%[inhibitor], 19%
CCN(CC)C(=O)c1ccc(NC(=O)COc2ccc([N+](=O)[O-])cc2Cl)cc1 across the screens: i, ?, 0%, -5%, -21%, -1%, /, 2%, -14%
CCOC(=O)c1sc(NC(=O)Nc2cccc(Cl)c2)cc1C across the screens: i, 3.5µM*, -11%, -3%, -25%, ?, /, -5%, -13%

More records.
SMILES	pAkt inh	GLP1R inv ag	MmCpn inh	aSyn yeast inh	PTHR1 agonist	GLP1R cytotox	FUS suppressor	Abeta rescue	TDP43 rescue
COc1ccc(CC(=O)Nc2ccc(C#N)c(Cl)c2)cc1S(=O)(=O)N1CCOCC1	i	3%	2%	1%	i	-11%	/	3%	0%
CCCc1nnc(NC(=O)CCC(=O)N2CCN(CCOC(c3ccccc3)c3ccccc3)CC2)s1	i	?	0%	3%	i	-9%	?	-8%	-25%
COc1ccc(N(CC(=O)Nc2cccc(SC)c2)S(C)(=O)=O)cc1Cl	i	?	2%	1%	-5%[57.5 µM]	-16%	27%	4%	11%
Cc1nc2ccccc2c(=O)n1-c1ccccc1C(F)(F)F	i	-9%	-20%	0%	16%[57.5 µM]	-10%	-13%	5%	19%
COc1ccc(F)cc1C(=O)C1CCCN(Cc2cnc(C)s2)C1 (stereo unspecified)	i	14%	-6%	-2%	-41%[inhibitor]	5%	-17%	-1%	-7%
CCOc1ccc2nc(N(CCN(CC)CC)C(=O)c3ccc([N+](=O)[O-])cc3)sc2c1	i	?	-2%	4%	i	6%	14%	-8%	0%
COc1ccc(OC)c(CNCCc2ccc(OC)c(OC)c2)c1	i	18%	-2%	1%	-14%	1%	0%	-2%	-3%
O=c1[nH]c(=O)n(Cc2ccccc2)c(O)c1C=NCCCO	/	4%	3%	/	i	-6%	-5%	16%	8%
Cc1cccc(OCCn2cccc2/C=C2/C(=O)NC(=O)N(Cc3ccco3)C2=O)c1	i	-35%	-1%	4%	i	-2%	25%	-5%	1%
Cc1cccc(CNCCc2ccccc2)n1	i	0%	-7%	-8%	-20%	0%	/	0%	-8%
COC(=O)C1=C(c2cccc(C#N)c2)C[C@@H]2CC[C@H]1N2C(=O)NCC1CC1	i	5%	1%	4%	8%	9%	-26%	5%	-8%
CCOC(=O)C12C(=O)OCC1C2c1ccccc1 (stereo unspecified)	i	19%	/	-4%	i	-7%	-23%	-7%	11%
O=C(NCCN1CCOCC1)c1ccc(Cl)nc1Cl	i	19%	1%	-2%	-95%[inhibitor]	-6%	-23%	-9%	?
Cc1ccc(-[n+]2c(Cc3nn(-c4ccccc4)c(C)[n+]3-c3ccc(C)cc3)nn(-c3ccccc3)c2C)cc1	i	2%	/	2%	i	-14%	?	14%	8%
O=c1c2ccccc2nc(-c2ccccc2)n1-c1cccc(O)c1	i	1µM*	3%	1%	i	-12%	3%	2%	-3%
CCCc1[nH][nH]c(=O)c1C(c1ccc(Cl)cc1)C(C#N)C#N (stereo unspecified)	i	8%	0%	?	-4%[57.5 µM]	-5%	4%	24%	-10%
Cc1ccc(C2=NC(C(F)(F)F)(C(F)(F)F)c3c(n(-c4ccc(F)cc4)c(=O)[nH]c3=O)N2)cc1	i	?	0%	-8%	-33%[inhibitor]	?	/	-4%	12%
O=C(Nc1ccc(Cl)c(Cl)c1)Nc1ccc(Br)cc1F	i	?	0%	-27%	-46%[inhibitor]	?	/	10%	-9%
C=CCn1c(O)c(/C(C)=N/N2CCN(C)CC2)c(=O)[nH]c1=O	i	12%	2%	-1%	i	0%	4%	-6%	-17%
O=C1NC(=O)C(=Cc2ccc(-c3ccc(F)cc3O)o2)C(=O)N1	i	12%	-2%	1%	-44%[inhibitor]	-20%	13%	5%	0%
Cc1ccc(NP(=O)(Oc2ccccc2F)Oc2ccccc2F)cc1	i	?	-1%	?	-29%	3%	27%	21%	-18%
CC(C)Oc1ccc(C2(C#N)CC[N+](C)(C)CC2)cc1	i	10%	2%	0%	i	-6%	/	-4%	-6%
CCCCn1c(O)c(C(=O)/C=C/c2c[nH]c3ccccc23)c(=O)[nH]c1=O	i	7%	3%	-2%	-12%	23%	3%	-2%	9%
COC(=O)C1=C(c2ccc(OC(F)(F)F)cc2)C[C@@H]2CC[C@H]1N2C(=O)NC(C)C	i	-5%	2%	-8%	i	3%	10%	7%	?
